TRPV1 agonist: HTS Assay for Compounds that Act as Agonists of the Vanilloid Receptor 1; AID 540275, 2011; TRPV1-expressing cells, Fluo-8 calcium influx, agonist mode; Transient receptor potential cation channel subfamily V member 1 (Homo sapiens), Q8NER1; 320,000 compounds, 0.19% hits; activation, % at 8.33 µM; in the data active means activation above about 80%; inconclusive means between about 30% and that limit; further: 0% is about no effect
Target sequence (Q8NER1 whole entry, looked up): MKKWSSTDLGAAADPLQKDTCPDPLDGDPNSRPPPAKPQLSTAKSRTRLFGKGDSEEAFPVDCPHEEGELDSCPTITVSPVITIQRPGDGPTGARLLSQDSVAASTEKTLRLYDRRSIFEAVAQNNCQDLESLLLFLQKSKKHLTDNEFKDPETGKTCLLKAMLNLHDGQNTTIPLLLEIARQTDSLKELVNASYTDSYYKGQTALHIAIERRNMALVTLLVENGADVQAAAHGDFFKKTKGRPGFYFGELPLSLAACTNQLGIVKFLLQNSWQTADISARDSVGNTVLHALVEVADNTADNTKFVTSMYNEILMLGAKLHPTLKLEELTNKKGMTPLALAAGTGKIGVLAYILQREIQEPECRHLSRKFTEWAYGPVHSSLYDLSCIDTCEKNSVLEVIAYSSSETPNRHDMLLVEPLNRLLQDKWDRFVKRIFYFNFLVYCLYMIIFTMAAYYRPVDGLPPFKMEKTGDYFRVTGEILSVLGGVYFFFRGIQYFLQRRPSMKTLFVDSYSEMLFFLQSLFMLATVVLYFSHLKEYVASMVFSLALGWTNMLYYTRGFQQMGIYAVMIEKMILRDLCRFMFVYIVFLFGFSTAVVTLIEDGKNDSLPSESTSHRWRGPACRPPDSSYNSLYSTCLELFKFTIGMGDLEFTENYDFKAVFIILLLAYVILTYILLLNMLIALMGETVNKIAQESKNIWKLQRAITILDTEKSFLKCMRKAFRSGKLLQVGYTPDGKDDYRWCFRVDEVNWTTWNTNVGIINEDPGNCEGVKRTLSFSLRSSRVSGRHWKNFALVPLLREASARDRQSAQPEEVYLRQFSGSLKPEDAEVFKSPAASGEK
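Cells expressing TRPV1 were dye-loaded with Fluo-8 and read kinetically: 10 s baseline, 3 min after compound (agonist portion), then 2 min after EC20 capsaicin (allosteric enhancer portion). Calcium-bound dye fluorescence at 480/520 nm.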
ASM inhibitor: Inhibitors of Secretory Acid Sphingomyelinase (S-ASM): qHTS; Sphingomyelin phosphodiesterase (Homo sapiens), P17405; placental ASM, HMU-PC fluorogenic substrate, 60 min; Potency, µM (highest dose often 57.5 µM), without a hit: top-dose activity change, negative = inhibition, hits mostly inhibitors; 340,000 compounds, 0.006% hits; AID 504937, 2011; further: potency means the concentration at half of the fitted maximal effect
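qHTS format. ASM enzyme prepared from human placenta hydrolyses the fluorogenic substrate HMU-PC0 (9 uM final) over 60 min at 37 °C after a 10 min compound preincubation.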
Integrin act MD: qHTS for Activators of Integrin-Mediated Alleviation for Muscular Dystrophy. alpha7betagal myoblasts, beta-gal FDG fluorescence, 48 h. Potency, µM (doses to about 38.3 µM), for inactives: at the top dose activation, usual class: activators. 350,000 compounds, 0.064% hits. AID 624291, 2012;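 further: potency means the concentration at half of the fitted maximal effect; 100% = response of the positive control SU9516; nearly all actives have a fitted effect of over 60% in size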
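Alpha7betagal+/- myoblasts (passage 13) were plated 16-24 hr, then exposed to compounds (1:260 dilution of DMSO stock) for 48 hours at 37C. After MPER lysis, β-galactosidase reporter activity was read as FDG fluorescence (ex 480/em 540) after 30 minutes.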
USP2a inh: qHTS Assay for Inhibitors of Ubiquitin-specific Protease USP2a Using CHOP2 as the Reporter | Potency, µM (doses to about 38.3 µM), inactives show at the top dose activity change, negative = inhibition, actives largely listed as inhibitors | 330,000 compounds, 0.01% hits | Ubiquitin carboxyl-terminal hydrolase 2 (Homo sapiens), O75604 | USP2 core, Ub-CHOP2 coupled fluorogenic reporter, 485/531;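 further: potency means the concentration at half of the fitted maximal effect; plate controls were DMSO wells for no effect and full inhibition by NEM control for full effect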
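Cell-free coupled assay: 10nM USP2 core preincubated 30min RT with compound in Tris-HCl pH 8.0/CaCl2/CHAPS buffer, then 25nM Ub-CHOP2 and 25nM reporter substrate; fluorescence (Ex 485/Em 531) read after 60min RT, normalized to NEM inhibition, concentration-response curves fitted.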
p53 reactivation: qHTS assay for re-activators of p53 using a Luc reporter; Potency, µM (titrated, usually from 92.2 µM), inactives show at the top dose activity change, positive = activation, most hits filed as activators; H1299 p53-A138V BP100-luciferase reporter, luminescence, 24 h; 320,000 compounds, 0.063% hits; further: potency means the concentration at half of the fitted maximal effect; % of control where 0% means no effect; nearly all actives have a fitted effect of over 45% in size
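H1299 (p53-null), stable ts p53-A138V + BP100-Luc; 1000 cells/well, Opti-MEM/10% FBS; cpd 4 pt, 1:5; 24 h, 37 deg C, 5% CO2; detection reagent 10 min RT; luminescence.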
Eya2 inh: qHTS Assay for Inhibitors of the Phosphatase Activity of Eya2 | Protein phosphatase EYA2 (Homo sapiens), O00167 | recombinant Eya2, OMFP fluorescence dephosphorylation (OMFP is methylfluorescein phosphate) | Potency, µM (top dose mostly 76.9 µM), for inactives: top-dose activity, negative = inhibition, hits mostly inhibitors | 330,000 compounds, 0.006% hits | AID 488837, 2010; further: potency means the concentration at half of the fitted maximal effect; on the % scale 0 is the no-effect control and ±100 the full control effect
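Eya2 (0.2 uM) preincubated 10 min at ambient with compound, then OMFP substrate added at 50 uM; 10 min reaction in 50 mM HEPES pH 7.5, 50 mM NaCl, 5 uM MgCl2, 0.05% BSA, 1 mM DTT. Fluorescence read at Ex 485/Em 525 nm.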
uPA generation: qHTS for Inhibitors of Cell Surface uPA Generation. 330,000 compounds, 0.31% hits. Potency, µM (doses to about 38.3 µM), for the others: at the top dose activity change, negative = inhibition, usual class: inhibitors. cell surface uPA generation assay, qHTS; active means well fitted inhibition curve with a large enough effect; inconclusive means small, poorly fitted or top-dose-only effect; inactive means no such curve, though single readings can be large or run the other way; tested in mouse RAW 264.7 cells; further: potency means the concentration at half of the fitted maximal effect; on the % scale 0 is the no-effect control and ±100 the full control effect; nearly all actives have a fitted effect of over 55% in size
BRCA1 expr up: qHTS Assay to Identify Small Molecule Activators of BRCA1 Expression. Potency, µM (highest dose often 46.1 µM), for the others: top-dose activation, hits mostly activators. AID 624202, 2012. 380,000 compounds, 1.1% hits. MCF7-BRCA1-FFLuc reporter, luminescence, 48 h; response scale: scaled: vehicle 0%, 10 µM genistein 100%; further: potency means the concentration at half of the fitted maximal effect; nearly all actives have a fitted effect of over 80% in size; some results filed as inactive show a strong effect at the top dose
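First, MCF7-BRCA1-FFLuc cells (2000/well) attach for 2 h; next, compounds are pin-added and incubated 48 h at 37 °C; finally, luciferase reagent is added and luminescence read after 15 min.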
B2AR arrestin: qHTS assay of beta-arrestin-biased ligands of beta2-adrenergic receptor. Beta-2 adrenergic receptor (Homo sapiens), P07550. beta-arrestin recruitment to beta2AR, cell-based reporter. Potency, µM (highest dose often 46.1 µM), inactives show at the highest dose activation, usual class: activators. 330,000 compounds, 0.02% hits;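 further: potency means the concentration at half of the fitted maximal effect; 0% = DMSO controls and full agonism = EC100 isoproterenol or metaproterenol; nearly all actives have a fitted effect of over 65% in size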
ELG1 genotoxic: qHTS screen for small molecules that induce genotoxicity in human embryonic kidney (HEK293T) cells expressing luciferase-tagged ELG1 | HEK293T ELG1-luciferase reporter, luminescence, 16 h | Potency, µM (doses to about 46 µM), without a hit: top-dose activity change, positive = activation, hits mostly activators | 330,000 compounds, 1.3% hits; further: potency means the concentration at half of the fitted maximal effect; % of control where 0% means no effect; nearly all actives have a fitted effect of over 60% in size
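Cells (2,000/well) expressing the ELG1-luciferase fusion are dosed by pin tool and kept 16 hr at 37 °C, 5% CO2. Signal comes from ONE-Glo luciferase reagent after 30 min at room temperature.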
TSG101-PTAP inh: qHTS Assay for Iinhibitors of HIV-1 Budding by Blocking the Interaction of PTAP/TSG101; Potency, µM (titrated, usually from 115 µM), inactives show at the top dose activity change, negative = inhibition, actives largely listed as inhibitors; Tumor susceptibility gene 101 protein (Homo sapiens), Q99816; Fluorescence polarization, FITC-PTAP peptide / Tsg101 binding; AID 493005, 2010; 340,000 tested, under 10 active; active means well fitted inhibition curve with a large enough effect in the main read-out, with a control signal flat, not every such curve was filed as active; inconclusive means small, poorly fitted or top-dose-only effect, or effect the other way, or a change in a side signal; inactive means no such curve, though single readings can be large or run the other way; further: potency means the concentration at half of the fitted maximal effect; % of control where 0% means no effect
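Fluorescence anisotropy tracks displacement of a FITC-tagged PTAP peptide (50 nM) from the Tsg101 binding domain (10 uM), following a 20 min room-temperature incubation at pH 7.5.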
Numbers without * were called inactive; ? = inconclusive; . = no result given; [ ] = remark or other dose. Unless noted, the call rests on the fitted dose curve; in most records, active means well fitted curve in the direction sought with a large enough effect; inconclusive means small, poorly fitted or top-dose-only effect, or another doubt; inactive means no such curve, though single readings can be large; an effect the other way counts as inactive or inconclusive.

SMILES	TRPV1 agonist	ASM inhibitor	Integrin act MD	USP2a inh	p53 reactivation	Eya2 inh	uPA generation	BRCA1 expr up	B2AR arrestin	ELG1 genotoxic	TSG101-PTAP inh
Cc1ccc(C2(c3noc(CN(C)CC4CCCCO4)n3)CCCC2)cc1 (configuration not stated)	20	-2%	6%	0%	0%	-13%	-4%	-14%	0.1%	-3%	1%
CCOc1ccc(/C=N/NC(=O)c2cc(-c3ccco3)nc3ccccc23)cc1	0	43%	-4%	-1%	-2%	1%	-8%	-36%	-0.4%	16%	3%
COC(=O)c1cc2sccc2n1CC(=O)Nc1cc(OC)cc(OC)c1	6	0%	0%	4%	-2%	-7%	0%	-41%	0.3%	3%	-1%
O=C(NC1CC1)C1CCCN(C(=O)Nc2ccc(F)cc2)C1 (configuration not stated)	0	2%	17%	0%	-1%	3%	3%	-1%	0.2%	-2%	-3%
O=C(OCCOc1ccccc1)c1cccc(S(=O)(=O)N2CCOCC2)c1	4	-2%	-2%	2%	?	-2%	-3%	17%	-0.1%	-1%	-2%
CCCn1c(SCC(=O)Nc2sc(C)c(C)c2C(=O)OC)nc2c1c(=O)n(C)c(=O)n2C	-2	.	.	-3%	4%	11%	.	.	-0.1%	-3%	.
CC1CC(C)CN(S(=O)(=O)N2CCC(C(=O)NCc3ccco3)CC2)C1 (configuration not stated)	12	1%	?	2%	2%	-12%	-3%	-4%	-0.2%	-9%	-1%
COc1ccc(OC)c(N(CC(=O)N2CCCCC2)S(=O)(=O)c2ccc(OC)c(OC)c2)c1	0	-1%	-9%	0%	1%	3%	-1%	8%	5.7%	-2%	-11%
CC(C)CN(C(=O)COC(=O)c1ccc2c(c1)OCO2)c1c(N)n(Cc2ccccc2)c(=O)[nH]c1=O	-1	5%	-33%	3%	-2%	4%	4%	-22%	0.2%	-1%	-11%
O=C(C(NS(=O)(=O)c1cccs1)c1ccccc1)N1CCN(c2ccccc2F)CC1 (configuration not stated)	2	2%	2%	-2%	-4%	4%	-5%	-4%	-0.2%	-9%	-3%
CCOc1ccc(NC(=O)C2CCCN2S(=O)(=O)c2ccc3c(c2)C(C)(C)C(=O)N3C)cc1 (configuration not stated)	4	-1%	-8%	7%	.	3%	-5%	-9%	3.6%	-1%	-3%
NS(=O)(=O)c1ccc(CCN2C(=O)CCC2=O)cc1	4	4%	-14%	5%	-4%	2%	-1%	-4%	-0.6%	-1%	1%
O=C(COC(=O)/C=C/c1ccc(Cl)cc1)NCCc1ccccc1	-1	-2%	8%	2%	13%	14%	2%	12%	0.2%	-2%	0%
Cc1ccccc1-n1c(SCC(=O)N2CCOCC2)nc(O)cc1=O	3	4%	-14%	-2%	2%	15%	12%	-45%	-0.2%	1%	.
Cc1nnc(N/N=C/c2ccco2)n1N	-3	3%	-6%	2%	-14%	-13%	-9%	-6%	-0.4%	2%	-1%
c1ccc2c(c1)OC1OC2Oc2ccccc21	.	-4%	22%	.	.	.	12%	-15%	.	.	-2%
O=C(c1ccco1)N1CCCN(Cc2nc(Cc3ccccc3)no2)CC1	-1	1%	8%	0%	3%	10%	0%	1%	-0.1%	-1%	-2%
CCN1CCCC1CNC(=O)c1cc([N+](=O)[O-])c(N(C)C)cc1OC (configuration not stated)	0	-7%	4%	2%	.	5%	4%	-25%	0.4%	2%	-3%
Cc1c(C(=O)NC(=S)Nc2ccc3c4c(cccc24)CC3)cccc1[N+](=O)[O-]	1	-6%	-4%	4%	-13%	3%	1%	9%	-0.1%	1%	-3%
Cc1coc2c(C)c3oc(=O)c(CCC(=O)N[C@@H](C)C(=O)N[C@@H](Cc4ccccc4)C(=O)O)c(C)c3cc12	3	53%[activator]	13%	-1%	10%	2%	9%	14%	-0.6%	-1%	-4%
Cc1ccc(CNc2oc(-c3ccco3)nc2C#N)cc1	21	-5%	-19%	0%	-2%	-4%	-5%	-1%	0.2%	4%	-2%
CCOC(=O)C1=C(C)C(c2ccc(OC)cc2)NC(=O)N1 (configuration not stated)	-1	6%	-3%	0%	-5%	10%	17%	-3%	-0.7%	5%	-2%
O=C(Nc1sc2c(c1C(=O)NCC1CCCO1)CCCC2)c1cccs1 (configuration not stated)	?	-2%	-17%	1%	0%	-5%	-2%	-15%	-0.1%	-8%	-1%
COC(=O)c1cc2sc(Cl)cc2n1CC(=O)NCC1CCCO1 (configuration not stated)	2	-1%	5%	0%	-3%	-31%	0%	-1%	0.2%	-5%	-2%
Cc1cc(NC(=O)CSc2nc3c(cc2C#N)CCCCC3)no1	1	34%[activator]	24%	-1%	6%	-4%	0%	?	0.3%	?	3%

Carrying on.
SMILES	TRPV1 agonist	ASM inhibitor	Integrin act MD	USP2a inh	p53 reactivation	Eya2 inh	uPA generation	BRCA1 expr up	B2AR arrestin	ELG1 genotoxic	TSG101-PTAP inh
O=C(Nc1ccccc1)N1CCN(C2c3ccccc3-c3ccccc32)CC1	?	-3%	6%	2%	-2%	1%	1%	-41%	-0.9%	-8%	-1%
O=C(CCn1cnc2ccccc21)N/N=C/C=C/c1ccccc1	4	-1%	-5%	0%	-2%	-22%	0%	-2%	0.1%	-6%	0%
COc1cc2c(cc1OC)C(C(=O)NCc1cccnc1)C(c1cccnc1)N(C)C2=O (configuration not stated)	-1	4%	6%	0%	8%	10%	3%	5%	-0.3%	2%	-3%
COc1ccc(-c2csc3ncnc(N4CCN(c5ccccc5[N+](=O)[O-])CC4)c23)cc1	-1	-6%	10µM*	4%	-13%	9%	-25%	-62%	0.0%	-10%	-3%
CCn1c(SCC(=O)OC(C)C)nnc1-c1ccccc1	.	3%	-7%	0%	0%	1%	-2%	-16%	-1.8%	-1%	0%
O=C(CN1CCOCC1)N1CCN(S(=O)(=O)c2ccccc2)C1c1ccccc1 (configuration not stated)	1	5%	-12%	0%	2%	12%	3%	-1%	-0.2%	0%	-4%
COc1ccc(NC(=S)N(CCN(C)C)C(C)c2ccco2)cc1Cl (configuration not stated)	0	0%	-23%	3%	5%	5%	-1%	-29%	-0.1%	-2%	-4%
CC(C)(C)C(=O)Nc1ccc(/C=C/C(=O)c2ccco2)cc1	6	376%[activator]	-15%	0%	8%	-12%	-8%	?	0.6%	18µM*	0%
O=C(Cc1cccc(NC(=O)C2CCCN(C(=O)C3CCCCC3)C2)c1)Nc1cccc(C(=O)N2CCCCC2)c1 (configuration not stated)	.	1%	-34%	.	.	.	13%	3%	.	.	-1%
Cc1cccc(-c2noc(CCCC(=O)NC3CCCCC3)n2)c1	12	-1%	-18%	2%	-6%	-6%	7%	-27%	-0.9%	-15%	-1%
COc1ccc(Cc2nc3ccc(C(=O)NCCSC)cc3o2)cc1	.	-3%	-14%	.	.	.	2%	?	.	.	-9%
CC1(c2ccc3ccccc3c2)NC(=O)NC1=O (configuration not stated)	1	2%	?	-6%	-1%	-1%	-3%	-6%	-0.1%	1%	-3%
CC1(C)C([N+](=O)[O-])C(c2ccc(Cl)cc2)NC(c2ccc(Cl)cc2)C1[N+](=O)[O-] (configuration not stated)	1	-2%	1%	-1%	?	-10%	-6%	-26%	0.3%	-9%	0%
COc1ccc2c(c1)oc(=O)c1c3ccccc3[nH]c21	1	11%	-11%	1%	-2%	10%	?	?	0.2%	?	1%
CCN(CC)S(=O)(=O)c1ccc(Cl)c(C(=O)Nc2cc(C)nn2-c2ccccc2)c1	-6	-2%	11%	1%	-7%	0%	-10%	-15%	2.5%	-3%	-1%
COc1cnc(-c2ccccn2)nc1Sc1ccc(C)cc1	8	-2%	-44%	1%	-1%	1%	0%	-59%	0.5%	-14%	-1%
